Source: PubChem BioAssay (several laboratories)
TAAR1 antagonist = antagonists of human TAAR1; Q96RJ0; CHO RD-HGA16 TAAR1, Fluo-8 calcium fluorescence, antagonist; inhibition, % at 3 µM; hit rate 1.5% among 360,000;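 active means inhibition above a per-plate cutoff, the mean inhibition of test compounds on that plate plus 3 SD, cut at about 49% in these data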;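 further: 0% = DMSO plus EC80 beta-PEA response and 100% = DMSO alone without agonist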
Target sequence (Q96RJ0 whole entry, looked up): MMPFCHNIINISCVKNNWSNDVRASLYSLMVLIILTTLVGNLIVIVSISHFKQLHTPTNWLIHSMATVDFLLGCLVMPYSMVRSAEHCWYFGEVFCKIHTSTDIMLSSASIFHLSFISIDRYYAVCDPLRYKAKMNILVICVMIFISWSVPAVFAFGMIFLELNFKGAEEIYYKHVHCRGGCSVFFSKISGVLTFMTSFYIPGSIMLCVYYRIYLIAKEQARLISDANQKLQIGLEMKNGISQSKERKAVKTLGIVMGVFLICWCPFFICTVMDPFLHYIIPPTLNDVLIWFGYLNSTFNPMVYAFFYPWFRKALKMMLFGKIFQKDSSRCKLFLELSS
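Material: RD-HGA16 CHO cells with stable hTAAR1 and Gα16; Dosing: single nominal final test compound concentration of 3 µM; Schedule: seeding 17-24 h prior, 75-min 37 °C, 30-min RT dye loading; Detection: kinetic Fluo-8 calcium fluorescence measurement; Measure: % inhibition from peak post-agonist over basal fluorescence ratio; Benchmarks: vehicle and agonist controls.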
CRFBP-R2 agonist = CRF-BP/CRF-R2 complex agonism. activation, % at 13.2 µM. hit rate 0.46% among 350,000. HEK293 CRF-R2/CRF-BP, calcium dye fluorescence (FLIPR); percent of saturating CRF peptide response. AID 588473;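 active means activation of at least 50%, plus an integration ratio under a set limit after plate pattern correction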;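 further: plate controls were neutral control wells without compound for no effect and CRF at EC100 for full effect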
CRFR2-BP antag = antagonists of CRF-binding protein/CRF-R2 receptor complex; HEK293 CRF-R2/CRF-BP, CRF-induced calcium fluorescence; inhibition, % at 11.8 µM; hit rate 0.59% among 350,000;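 active means inhibition of the ligand-induced calcium signal above about 50% at the single tested concentration, limit read from the data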
M5 antag = antagonists of human muscarinic M5 receptor (CHRM5); inhibition, % at 3 µM; CHO-hM5 cells, Fluo-8 calcium fluorescence, ACh EC80; hit rate 0.59% among 360,000; P08912;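 active means inhibition above a per-plate cutoff, the mean of that plate's test compounds plus 3 SD, cut at about 27% in these data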;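 further: 0% = acetylcholine EC80 with DMSO and 100% = DMSO without agonist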
Target sequence (P08912 whole entry, looked up): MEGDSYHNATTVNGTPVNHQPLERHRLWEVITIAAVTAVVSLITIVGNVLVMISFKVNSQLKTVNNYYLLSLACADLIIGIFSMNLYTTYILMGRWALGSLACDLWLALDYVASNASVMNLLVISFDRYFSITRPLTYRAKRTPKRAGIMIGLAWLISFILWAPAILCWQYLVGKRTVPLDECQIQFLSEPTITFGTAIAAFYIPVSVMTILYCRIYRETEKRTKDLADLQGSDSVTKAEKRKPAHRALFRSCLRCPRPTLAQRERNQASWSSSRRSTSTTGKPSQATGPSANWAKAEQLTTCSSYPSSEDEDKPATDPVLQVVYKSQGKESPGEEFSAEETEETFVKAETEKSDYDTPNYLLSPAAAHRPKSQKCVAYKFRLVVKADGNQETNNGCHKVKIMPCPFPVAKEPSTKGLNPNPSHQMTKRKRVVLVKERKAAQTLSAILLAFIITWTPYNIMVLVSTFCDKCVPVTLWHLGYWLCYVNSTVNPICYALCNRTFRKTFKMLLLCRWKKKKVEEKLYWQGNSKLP
TAAR1 ag = human TAAR1 agonism; Q96RJ0; AID 624467; hit rate 0.99% among 360,000; activation, % at 3 µM; CHO RD-HGA16 TAAR1, Fluo-8 calcium fluorescence; vehicle wells 0%, saturating PEA agonist 100%;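 active means activation above the mean activation of all test compounds in the run plus 3 SD, cut at about 38% in these data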
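Assay system – CHO-derived RD-HGA16 cells with stable Gα16 and human TAAR1 · Compound dosing – one-point dosing at 3 µM (nominal) · Incubation – 17-24 h seeding, 75 min 37 °C dye, 30 min RT · Measured by – kinetic Fluo-8 calcium fluorescence · Control set – DMSO vehicle as 0%, PEA at EC100 as 100% · Repeats – single well for each compound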
CHRM5 agonist = CHRM5 agonism in calcium assay | P08912 | CHO-K1 hM5 cells, Fluo-8 calcium fluorescence; 0% DMSO wells, 100% maximal acetylcholine response | activation, % at 3 µM | hit rate 0.19% among 360,000 | AID 624037;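 active means activation above the run's mean over test compounds plus 3 SD, cut at about 23% in these data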;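 further: signal is peak over basal fluorescence ratio across the kinetic read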
CHO-K1 Ca PAM = nonselective activator or artifact in parental CHO-K1 calcium assay | ATP EC20, Fluo-8 calcium fluorescence; 0% at ATP EC20, 100% at ATP max | activation, % at 3 µM | hit rate 0.02% among 360,000;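 active means activation above the run cutoff, the mean activation of all test compounds plus 3 SD, cut at about 40% in these data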;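 further: peak over basal fluorescence ratio in a 140 s read after ATP addition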
CHRM5 PAM = positive allosteric modulators of human muscarinic M5 receptor. activation, % at 3 µM. P08912. CHO-K1 hM5, Fluo-8 calcium, ACh EC20 PAM; 0% = ACh EC20, 100% = ACh EC100. hit rate 0.3% among 360,000. AID 624038;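 active means activation above the run cutoff, the mean activation of all test compounds plus 3 SD, cut at about 18% in these data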
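system = human M5 receptor in CHO-K1 cells | compound = one concentration, 3 µM final (nominal) | schedule = Post-acetylcholine fluorescence recording 140 s | signal = Fluo-8 calcium dye fluorescence, kinetic read | benchmarks = low control EC20 acetylcholine (0%), high control EC100 acetylcholine (100%) | repeats = singlicate, one well per test compound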
CHRM4 PAM = positive allosteric modulators of human muscarinic M4 receptor. P08173. CHO-K1 hM4/Gqi5, Fluo-8 calcium fluorescence, ACh EC20; 0% = ACh EC20, 100% = maximal ACh. activation, % at 3 µM. hit rate 0.4% among 360,000. AID 624126;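 active means activation above its plate's cutoff, the mean activation of sample wells plus 3 SD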; further: some results filed as inactive read as strong as hits
The depositor's hits bear a star; . = not tested or not shown.

1: COc1cc2c(cc1NC(=S)NC(=O)/C=C/c1ccc(OC)c(OC)c1)oc1ccccc12
2: CC(=O)Nc1ccc(SCC(=O)Nc2sccc2C#N)cc1
3: CCCC(=O)N(CCN1CCOCC1)c1nc2cc(C)c(C)cc2s1
4: N#Cc1nc(-c2ccc(Cl)cc2)oc1N1CCCCC1
5: CCCCOc1ccc(N2C(=O)CC(N(CCc3ccccc3)C(=O)/C=C/C(=O)O)C2=O)cc1 (stereo unspecified)
6: CCOC(=O)Cc1csc(NC(=O)COc2ccc(C)cc2)n1
7: COc1ccccc1Nc1c2ccccc2nc2ccccc12
8: CC12CCC(=O)C=C1CCC1C2C(O)CC2(C)C1CCC2(O)C(=O)COC(=O)COCC(=O)O (stereo unspecified)

Assay by compound	1	2	3	4	5	6	7	8
TAAR1 antagonist	-8	-8	1	8	1	-5	-27	-18
CRFBP-R2 agonist	-1.5	0.1	0.0	-1.1	6.7	-1.1	-1.9	0.0
CRFR2-BP antag	2	2	13	-10	4	1	17	2
M5 antag	7	10	8	4	10	4	19	13
TAAR1 ag	0	3	0	16	67*	11	-1	1
CHRM5 agonist	-2	3	-2	-2	0	-2	-5	2
CHO-K1 Ca PAM	27	4	16	2	-2	4	-1	1
CHRM5 PAM	-1	-5	-1	-2	3	0	-15	0
CHRM4 PAM	13	-1	8	5	-1	0	-5	3

Overlap with the part before: four entries, then new ones.
5: CCCCOc1ccc(N2C(=O)CC(N(CCc3ccccc3)C(=O)/C=C/C(=O)O)C2=O)cc1 (stereo unspecified)
6: CCOC(=O)Cc1csc(NC(=O)COc2ccc(C)cc2)n1
7: COc1ccccc1Nc1c2ccccc2nc2ccccc12
8: CC12CCC(=O)C=C1CCC1C2C(O)CC2(C)C1CCC2(O)C(=O)COC(=O)COCC(=O)O (stereo unspecified)
9: CCC(=O)N1CCc2cc(OC)c(OC)cc2C1COc1ccc(OC)cc1 (stereo unspecified)
10: Cn1nccc1-c1coc2c(C(=O)N3CCOCC3)cccc12
11: COc1ccc(OC)c(-n2cc3c(=O)n(C)c(=O)n(C)c3c2)c1
12: O=C(NCCc1cccs1)C1CC(c2ccccc2F)=NO1 (stereo unspecified)
13: COc1ccc(NC(=O)NCc2cccnc2)cc1
14: O=C(CNC(=O)Cc1ccccc1)NCC(=O)N1CCCCC1
15: COc1ccccc1NC(=O)N(C)C[C@H]1Oc2ncc(C#CCN(C)C)cc2C(=O)N([C@H](C)CO)C[C@H]1C
16: COc1ccccc1CN1C(=O)CN(C2CCCC2)C(=O)C1c1ccc(F)cc1 (stereo unspecified)

Assay by compound	5	6	7	8	9	10	11	12	13	14	15	16
TAAR1 antagonist	1	-5	-27	-18	-18	-18	-2	74*	-1	-27	.	-7
CRFBP-R2 agonist	6.7	-1.1	-1.9	0.0	-1.5	.	-0.5	-3.2	1.9	-0.3	3.1	-0.8
CRFR2-BP antag	4	1	17	2	3	.	9	12	3	-4	7	-27
M5 antag	10	4	19	13	4	4	0	21	3	9	-4	-2
TAAR1 ag	67*	11	-1	1	-1	1	2	37	0	0	.	9
CHRM5 agonist	0	-2	-5	2	4	2	0	-3	-5	-5	0	3
CHO-K1 Ca PAM	-2	4	-1	1	23	4	1	-17	15	-2	16	9
CHRM5 PAM	3	0	-15	0	5	-3	-3	-1	0	-1	7	-1
CHRM4 PAM	-1	0	-5	3	1	10	0	4	2	3	5	1

17: COc1ccc(-c2cn(CCC(=O)NCc3ccc(C)cc3)c(CCN)n2)cc1
18: COc1ccc(N2CCN(S(=O)(=O)c3cccs3)CC2)cc1
19: CC(=O)c1ccc2c(c1)CC1(C2)Cc2cc3c(cc2C1)C(=O)CC3 (stereo unspecified)
20: CN1CCN(S(=O)(=O)c2cnccc2N2CCN(c3cccc(Cl)c3)CC2)CC1
21: NC(=O)N[C@@H](Cc1c[nH]c2ccccc12)C(=O)OCC(=O)N1CCCCC1
22: Cc1cc(NC(=O)CCCSc2nc(-c3ccco3)cc(C(F)(F)F)n2)n(-c2ccccc2)n1
23: CCOC(=O)Cn1nc(NC(=O)c2ccc(C(=O)OC)cc2)cc1C
24: CCN(C(=O)COC(=O)c1ccccc1NCCO)C1CCS(=O)(=O)C1 (stereo unspecified)

Assay by compound	17	18	19	20	21	22	23	24
TAAR1 antagonist	11	3	33	-2	-2	-7	-13	-14
CRFBP-R2 agonist	0.5	1.4	1.5	3.5	8.5	3.1	0.5	-0.5
CRFR2-BP antag	3	2	-1	8	13	6	-3	17
M5 antag	24	10	17	9	-20	-1	13	6
TAAR1 ag	0	11	2	15	4	-4	2	1
CHRM5 agonist	-3	-7	-2	0	-2	-4	-4	-5
CHO-K1 Ca PAM	3	8	0	1	11	14	-22	18
CHRM5 PAM	-7	1	-31	-3	0	5	-6	1
CHRM4 PAM	0	8	-10	2	17	3	-3	-3

Overlap with the part before: 2 entries; new compounds follow.
23: CCOC(=O)Cn1nc(NC(=O)c2ccc(C(=O)OC)cc2)cc1C
24: CCN(C(=O)COC(=O)c1ccccc1NCCO)C1CCS(=O)(=O)C1 (stereo unspecified)
25: O=[N+]([O-])c1ccccc1NCCNS(=O)(=O)c1ccc(Cl)cc1
26: CCOc1ccccc1C=NNC(=O)C(=O)NN=Cc1ccccc1OCC
27: Cc1ccc(S(=O)(=O)N2CC=C(c3c(C)n(C)c4ccccc34)CC2)cc1
28: Cc1ccc2[nH]c(=O)c(CN(Cc3ccccc3Cl)C(=O)N3CCOCC3)cc2c1
29: CC(=O)Nc1cc[n+](C(C)C(=O)c2ccc(Cl)cc2)cc1 (stereo unspecified)
30: O=C(NC(=S)Nc1nc(-c2ccccc2)cs1)c1ccco1
31: Cc1nc(C(F)(F)F)ccc1C(=O)N1CCC1(C)C(=O)NS(=O)(=O)c1c(C)noc1C (stereo unspecified)
32: O=C(CN1C(=O)NC2(CCCCC2)C1=O)Oc1ccc2ccc(=O)oc2c1

Assay by compound	23	24	25	26	27	28	29	30	31	32
TAAR1 antagonist	-13	-14	9	37	6	34	0	41	-8	-12
CRFBP-R2 agonist	0.5	-0.5	-1.2	-1.7	12	2.1	-1.0	1.1	.	0.9
CRFR2-BP antag	-3	17	14	18	-53	-68	-11	-8	.	0
M5 antag	13	6	-3	8	-6	-2	-1	-6	-9	8
TAAR1 ag	2	1	-1	13	6	15	2	6	1	4
CHRM5 agonist	-4	-5	-2	5	1	-6	-5	1	1	2
CHO-K1 Ca PAM	-22	18	16	-17	16	-24	14	15	20	6
CHRM5 PAM	-6	1	-4	-2	-4	-17	4	2	4	-9
CHRM4 PAM	-3	-3	-2	3	-3	-7	6	-2	7	6

33: O=C(COc1ccccc1)OCC(=O)c1c[nH]c2ccccc12
34: CCOC(=O)C[C@H]1c2cc(F)ccc2S(=O)(=O)N1C1CCCC1
35: O=C1Cc2cc(S(=O)(=O)NCc3ccccc3Cl)cc3c2N1CCC3
36: COc1ccc(N(CC(=O)NC(C)(C)C)S(=O)(=O)c2ccccc2)cc1OC
37: Clc1ccc(-n2nnc(-c3cccnc3)n2)cc1Cl
38: CCCCn1c(CN2CCOCC2)nc2c1c(=O)n(C)c(=O)n2C
39: O=C(COc1ccccc1-c1ccccc1)NCc1ccco1
40: O=C1NC(=S)S/C1=C\c1cc2ccccc2nc1N1CCCCC1

Assay by compound	33	34	35	36	37	38	39	40
TAAR1 antagonist	15	-17	-22	-14	-3	-55	21	33
CRFBP-R2 agonist	0.1	-1.7	-0.5	0.7	0.1	-4.3	-0.9	7.7
CRFR2-BP antag	-1	12	-15	0	-10	-11	30	36
M5 antag	17	-2	-7	7	2	9	6	-6
TAAR1 ag	2	5	3	0	16	2	4	-1
CHRM5 agonist	-1	-1	-2	2	6	5	-8	2
CHO-K1 Ca PAM	12	10	13	11	4	7	6	9
CHRM5 PAM	-11	11	3	-1	-5	-8	-7	0
CHRM4 PAM	4	11	4	-1	3	-7	2	2

41: Cn1cc(S(=O)(=O)Nc2ccc(OC(F)(F)F)cc2)c(=O)n(C)c1=O
42: O=C(Nc1ccccc1Cl)c1ccc(C(=O)Nc2ccccc2Cl)cc1
43: O=[N+]([O-])c1ccc(C[n+]2cccc3c4ccccc4ccc32)cc1
44: CCOc1ccc(S(=O)(=O)NCC(=O)OCc2nnc(-c3ccccc3)o2)cc1
45: CCc1ccccc1NC(=O)Nc1cccn(Cc2ccc(F)cc2)c1=O
46: Cc1n[nH]c(C)c1CCc1nc2c3ccccc3nc(SCC(=O)Nc3ccccc3F)n2n1
47: O=S(=O)(c1ccc(N2CCN(Cc3ccccc3)CC2)nc1)N1CCCC1
48: CCOc1ccc(C(O)c2nccn2Cc2ccccc2)cc1 (stereo unspecified)

Assay by compound	41	42	43	44	45	46	47	48
TAAR1 antagonist	-19	-6	7	-13	12	61*	0	2
CRFBP-R2 agonist	2.8	5.1	8.3	-0.4	-0.8	0.5	-2.0	0.4
CRFR2-BP antag	11	8	1	0	4	2	-4	4
M5 antag	-12	-12	14	-1	-14	12	22	3
TAAR1 ag	7	4	6	0	9	9	2	-3
CHRM5 agonist	6	4	-8	2	-4	3	-12	0
CHO-K1 Ca PAM	-9	-3	21	-11	-9	-5	14	7
CHRM5 PAM	10	3	3	-4	-5	-14	-48	6
CHRM4 PAM	16	15	-5	0	6	-22	-7	4

49: CCc1ccc(C(=O)NC(C(=O)O)C(C)C)cc1 (stereo unspecified)
50: C[C@@H]1CN([C@H](C)CO)S(=O)(=O)c2ccc(Br)cc2O[C@H]1CN(C)C(=O)Nc1cccc(F)c1
51: O=C(CN(c1cccc(C(F)(F)F)c1)S(=O)(=O)c1ccc(Cl)c([N+](=O)[O-])c1)NCc1ccc(F)cc1
52: COc1ccc2sc(-c3ccccc3OC)c(-c3ccc(OCCN4CCCC4)cc3)c2c1
53: CN(Cc1cc(-c2ccccc2)on1)C(=O)c1cc(COc2c(F)cccc2F)on1
54: O=C(CSc1ncc(C(F)(F)F)cc1Cl)N1CCN(S(=O)(=O)c2ccccc2)CC1
55: COc1ccc2[nH]c(O)c(N=NC(=N)N)c2c1
56: CCCNC(=S)Nc1ccc(Cl)cc1C

Assay by compound	49	50	51	52	53	54	55	56
TAAR1 antagonist	8	9	16	28	17	11	-10	2
CRFBP-R2 agonist	-0.6	-0.3	-0.2	2.7	2.4	0.7	0.4	-1.0
CRFR2-BP antag	-2	-6	18	6	-3	0	26	-5
M5 antag	4	2	25	6	5	-7	8	2
TAAR1 ag	8	13	-1	32	-1	-2	12	1
CHRM5 agonist	0	2	-6	-5	-7	-1	0	-3
CHO-K1 Ca PAM	16	8	12	19	-11	11	10	11
CHRM5 PAM	-1	-4	-14	4	-5	1	-6	-2
CHRM4 PAM	17	1	-9	8	0	6	2	-1
